Source: PubChem BioAssay
EBI2 antag – antagonists of human EBI2 receptor | P32249 | EBI2 beta-arrestin recruitment, luminescence, 7a,25-OHC stimulated | inhibition, % at 5 µM | actives 0.81% (n = 360,000); in the data active = inhibition above about 38%;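 also: enzyme fragment complementation signal reports receptor beta-arrestin coupling in cells; 0% = agonist plus DMSO wells and 100% = wells without agonist; some results beyond the cut were filed as inactive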
CHOP UPR activ – activators of apoptotic arm of unfolded protein response (CHOP). CHO-CHOP luciferase reporter, UPR activation, luminescence; percent of tunicamycin response over DMSO baseline. activation, % at 10 µM. actives 0.34% (n = 330,000);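 active = at 10 µM dose, activation of 40% or more, normalized to positive control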;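 also: 100% = tunicamycin at 10 µg/mL and 0% = DMSO alone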
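Test system: CHO CHOP reporter cells. Input: 500 CHO-CHOP cells per well. Medium: F12 with 10% FBS. Technique: luciferase luminescence. Measure: percent activation relative to tunicamycin control. Dosing: 10 µM compound, 0.5% DMSO. Timing: 16-18 h cell attachment, then 6 h compound exposure, 37 °C.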
CCR6 antagonist – blocks CCL20-driven beta-arrestin recruitment at human CCR6; AID 493098; P51684; inhibition, % at 20 µM; actives 0.49% (n = 340,000); CHO-K1 CCR6 PathHunter beta-arrestin, luminescence, CCL20-stimulated;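 active = compounds whose inhibition of the agonist-driven luminescence signal at 20 µM reaches about 50%, limit read from the data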;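 also: cells stimulated with CCL20 at 14 nM final; plate controls were DMSO with CCL20 for no effect and DMSO without agonist for full effect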
XBP1 UPR activ – activators of adaptive arm of unfolded protein response (XBP1). CHO-XBP1 luciferase reporter, IRE1-XBP1 UPR activation, luminescence; percent of tunicamycin response, DMSO as zero. activation, % at 20 µM. actives 0.33% (n = 330,000);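 active = versus positive control, 20 µM dose yields 30% or more activation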;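 also: 100% = tunicamycin at 10 µg/mL and 0% = DMSO only wells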
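Assay system: IRE1-XBP1 luciferase reporter CHO line. Input: 1000 cells/well. Buffer or medium: F12 with 10% serum. Doses: 20 µM, 1% DMSO. Times: overnight seeding at 37 °C, 6 h compound treatment at 37 °C. Technique: Steady-Glo luciferase glow luminescence, 10 min after reagent addition.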
Gli-Sufu block – blocks Gli-Sufu signaling in a luciferase reporter | Sufu-KO-LIGHT fibroblasts, Gli luciferase reporter luminescence | inhibition, % at 5 µM | actives 0.74% (n = 340,000);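 active = inhibition above about 55%, limit read from the data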;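 also: 0% = DMSO-treated cells and 100% = wells with medium but no cells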
CXCR6 inh – inhibitors of human CXCR6 receptor; inhibition, % at 20 µM; actives 0.36% (n = 360,000); AID 602244; CHO-K1 PathHunter CXCR6 beta-arrestin, luminescence; O00574; in the data active = inhibition above about 34%, passing the limit was not always enough;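 also: antagonist mode with CXCL16 agonist at 10 nM final; 0% = 10 nM CXCL16 with DMSO and 100% = unstimulated wells without agonist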
697 NFkB inh – inhibitors of the PMA/ionomycin-induced NF-kB reporter in 697 B cells. 697 B-cell NF-kB luciferase reporter, 16 h. AID 435022. inhibition, % at 4 µM. actives 0.33% (n = 330,000); in the data active = inhibition above about 35%
Mdm2-MdmX inh – disrupts the human Mdm2-MdmX interaction; actives 3% (n = 330,000); inhibition, % at 8 µM; SaOS-2 split-luciferase Mdm2/MdmX complementation, luminescence;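 active = inhibition of at least 50% at 8 µM in the primary screen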
Target sequence (O15151 whole entry, looked up): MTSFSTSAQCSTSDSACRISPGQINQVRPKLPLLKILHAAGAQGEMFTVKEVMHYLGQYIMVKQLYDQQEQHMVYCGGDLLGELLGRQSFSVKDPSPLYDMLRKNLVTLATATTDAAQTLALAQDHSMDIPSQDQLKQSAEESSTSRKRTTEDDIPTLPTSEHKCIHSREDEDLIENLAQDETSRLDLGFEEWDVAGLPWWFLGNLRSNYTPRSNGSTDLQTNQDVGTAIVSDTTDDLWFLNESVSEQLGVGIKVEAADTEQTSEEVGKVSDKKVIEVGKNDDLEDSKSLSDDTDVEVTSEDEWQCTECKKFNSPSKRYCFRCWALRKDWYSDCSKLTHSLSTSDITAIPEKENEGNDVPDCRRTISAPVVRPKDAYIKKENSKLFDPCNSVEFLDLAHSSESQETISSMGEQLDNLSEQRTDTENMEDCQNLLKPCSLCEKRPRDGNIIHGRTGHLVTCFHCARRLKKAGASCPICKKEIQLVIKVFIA
Target sequence (Q00987 whole entry, looked up): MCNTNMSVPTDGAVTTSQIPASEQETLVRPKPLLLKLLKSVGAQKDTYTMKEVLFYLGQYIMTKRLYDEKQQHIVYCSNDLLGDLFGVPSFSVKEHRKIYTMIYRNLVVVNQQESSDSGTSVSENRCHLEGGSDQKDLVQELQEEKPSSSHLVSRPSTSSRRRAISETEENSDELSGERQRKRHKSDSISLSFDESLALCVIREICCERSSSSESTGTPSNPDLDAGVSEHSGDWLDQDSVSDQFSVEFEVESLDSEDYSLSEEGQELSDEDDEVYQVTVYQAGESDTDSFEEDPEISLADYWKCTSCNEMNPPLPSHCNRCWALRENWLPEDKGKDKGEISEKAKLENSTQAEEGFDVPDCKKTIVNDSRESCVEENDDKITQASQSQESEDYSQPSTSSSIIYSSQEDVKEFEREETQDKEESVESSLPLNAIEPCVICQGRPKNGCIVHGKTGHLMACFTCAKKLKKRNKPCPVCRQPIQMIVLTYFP
Jurkat NFkB inh – inhibitors of the PMA/ionomycin-induced NF-kB reporter in Jurkat cells; PMA/ionomycin-induced NF-kB luciferase reporter, luminescence; inhibition, % at 4 µM; actives 0.53% (n = 330,000); in the data active = inhibition above about 50%
An asterisk follows results filed as active; / = no result given.

SMILES	EBI2 antag	CHOP UPR activ	CCR6 antagonist	XBP1 UPR activ	Gli-Sufu block	CXCR6 inh	697 NFkB inh	Mdm2-MdmX inh	Jurkat NFkB inh
Cc1ccc(NC(=O)c2cc3c(=O)oc4ccc(C)cc4c3s2)nc1	/	5.1	/	0	/	/	21	75*	13
Cn1c(CCC(=O)OCC(=O)NCc2ccc3c(c2)OCO3)nc(=O)c2ccccc21	-8	0.0	12	3	-2	7	6	-4	-1
CCCC(=O)N(c1ccc(OCC)cc1)C1C=CS(=O)(=O)C1 (configuration not stated)	-1	-0.5	-2	1	-1	2	10	-6	6
COc1cc(/C=C2\Oc3ccc(C#Cc4ccc(O)cc4)cc3C2=O)cc(OC)c1	19	16	4	12	37	-8	35	62*	-96
CCN(CC)CC(=O)NN(Cc1ccccc1)c1ccccc1	-10	-2.2	4	-2	4	-1	-3	9	0
CCCS(=O)(=O)C(=C(Nc1ccccc1)Nc1ccccc1)S(=O)(=O)CCC	-1	-0.7	10	1	-1	-2	7	-3	11
CCc1nccn1CCC(=O)N1CCCC(N2CCN(c3ccccc3C)CC2)C1 (configuration not stated)	1	0.7	9	-5	20	-6	-55	-3	-19
CC(C)Cc1nnc(NC(=O)c2ccncc2)s1	-3	-1.3	10	-1	1	-8	2	-4	1
CC(=O)c1ccc(-c2ccccc2OC(F)(F)F)o1	5	1.0	5	-1	-1	-5	0	-5	2
OC(COc1ccc2c(c1)OCO2)CN1CCc2ccccc2C1 (configuration not stated)	16	-2.6	1	-3	-8	3	3	14	-12
Cc1nn(C)c(C(=O)NC(=S)Nc2ccccc2Br)c1Cl	6	2.5	41	0	-22	23	-38	13	0
COc1ccc(-c2ccnc(-c3ccc(O)cc3)n2)cc1	0	4.5	-9	18	-14	8	-24	52*	39
CCOC(=O)COn1c(=O)c(-c2ccc(C)cc2)[n+]([O-])c2ccccc21	-1	0.9	9	2	-18	-14	-24	4	-27
COc1ccc(-c2nc3c(s2)CN(S(C)(=O)=O)CC3)cc1OC	-11	/	9	/	-16	6	/	/	/
CCn1c(P(C)(=O)O)nc2cc(NC(=O)c3ccccc3Cl)ccc21	0	-0.3	-8	0	-31	4	-5	-1	-6
O=C(c1ccc([N+](=O)[O-])cc1)N1CCCC1	-2	0.0	3	-2	-1	-2	9	2	2
CC(=O)N1CCN(C(=O)c2cccc(S(=O)(=O)N3CCN(c4ccccc4)CC3)c2)CC1	-10	-0.6	9	1	-2	-1	0	16	-4
CCN(C(=O)COC(=O)c1ccc([N+](=O)[O-])o1)c1cccc2ccccc12	-49	4.7	-8	-1	-6	-11	0	3	-4
O=C(CCn1cccn1)Nc1ccc2c(c1)OCCO2	-5	-2.3	18	-6	3	16	-39	26	7
Cc1ccccc1NC(=O)/C(=C/c1cccs1)NC(=O)c1ccco1	-4	3.7	3	1	6	1	5	4	8
CCOC(=O)N1CCN(C(=O)CN(c2cccc(C)c2)S(=O)(=O)c2ccc(C)cc2)CC1	6	0.3	11	0	-3	-1	-8	-18	-2
C=CC(C)Sc1nc2c(c(=O)n(C)c(=O)n2C)n1Cc1ccccc1Cl (configuration not stated)	13	-2.3	3	-2	3	4	-24	14	-7
NS(=O)(=O)c1ccc(CCNC(=O)CN2CCN(S(=O)(=O)c3ccccc3F)CC2)cc1	-8	5.1	-10	0	-9	-3	8	18	4
COc1ccc(/C=C(\NC(=O)c2ccccc2)C(=O)OC[C@@H]2CCC[N+]3(C)CCCCC23)cc1OC (some centres not stated)	-2	-0.2	7	0	2	9	-23	11	4
O=C(Nc1ccc2oc(=O)ccc2c1)c1ccc2ccccc2c1	33	3.2	23	-2	-27	-3	-8	21	-29

3 of the entries above in order of the Mdm2-MdmX inh value, descending:
Structure,EBI2 antag,CCR6 antagonist,CXCR6 inh,697 NFkB inh,Mdm2-MdmX inh,Jurkat NFkB inh
O=C(c1ccc([N+](=O)[O-])cc1)N1CCCC1,-2,3,-2,9,2,2
CC(=O)c1ccc(-c2ccccc2OC(F)(F)F)o1,5,5,-5,0,-5,2
CCOC(=O)N1CCN(C(=O)CN(c2cccc(C)c2)S(=O)(=O)c2ccc(C)cc2)CC1,6,11,-1,-8,-18,-2

(next part)
SMILES	EBI2 antag	CHOP UPR activ	CCR6 antagonist	XBP1 UPR activ	Gli-Sufu block	CXCR6 inh	697 NFkB inh	Mdm2-MdmX inh	Jurkat NFkB inh
COc1ccc(C(C)(C)C)cc1S(=O)(=O)N1CCN(C)CC1	-12	2.7	-5	-1	7	0	2	16	17
O=C(c1ccc2snnc2c1)N1CCSCC1	-16	-0.5	-9	-4	14	3	-10	-6	5
Cc1ccc(C)c2[nH]c(=O)c(CCNC(=O)CC(C)C)cc12	-1	1.7	7	0	-4	-10	17	3	2
CC1CC(C)CN(C(=O)CSC2=Nc3ccccc3C3=NC(Cc4c[nH]c5ccccc45)C(=O)N23)C1 (configuration not stated)	-32	0.9	10	-3	19	13	21	8	1
O=C(OCC(=O)N1CCCC1=O)C1CCN(S(=O)(=O)c2c(Cl)cccc2Cl)CC1	8	1.5	19	-2	3	5	-41	-22	-15
COCC(=O)Nc1nnc(-c2cccs2)s1	7	2.6	21	0	-12	-2	-10	11	-8
O=C(CSc1nnc(-c2ccc(O)cc2)o1)Nc1ccc2c(c1)OCCO2	-8	1.2	-1	-3	12	1	-47	-55	-83
COc1cccc(OC)c1C(=O)NC(C)c1ccccc1 (configuration not stated)	-4	-1.9	-25	1	2	-1	16	6	-9
Cc1ccccc1N1CC(C(=O)N2CC(C)CC(C)C2)CC1=O (configuration not stated)	2	0.6	11	2	24	-4	17	7	9
C(=N\Nc1ncnc2sc3c(c12)CCC3)/c1cccs1	15	-0.5	/	6	/	6	-28	58*	16
COc1ccccc1Oc1cc(-n2nc(C)cc2C)ncn1	3	-0.4	-3	-2	1	0	5	6	-5
CC(=O)Nc1ccc(S(=O)(=O)NC2(C(F)(F)F)NC(=O)N(c3ccc(C)cc3)C2=O)cc1 (configuration not stated)	-7	-1.3	4	-6	-2	6	-24	16	-2
CCNc1nc(N)nc(Oc2ccc(OCCOc3ccc(Cl)cc3Cl)nn2)n1	0	2.6	10	5	3	-1	-17	1	-8
CCOCCCNC(=O)N[C@H](C(=O)OC)C(C)CC (some centres not stated)	5	1.3	7	-3	6	3	-3	-2	-9
COc1ccccc1C(=O)NCC(=O)NCCCN1CCOCC1	-5	0.7	-3	1	-4	-3	9	9	-9
CC(NC(=O)COC(=O)Cc1ccsc1)c1ccccc1 (configuration not stated)	-8	-1.8	2	-2	8	0	-4	-10	8
CCOc1ccc(NC(=O)CN(C)C(=O)c2ccc(NC3CC3)c([N+](=O)[O-])c2)cc1OCC	0	1.6	10	-4	-7	8	7	0	18
Cc1cc2c(cc1S(=O)(=O)NCCc1ccc(Cl)cc1)OCC(=O)N2	0	1.2	-14	-2	-1	-1	1	22	10
COC(=O)c1ccc(N2NC(=O)/C(=C/c3cc(OC)c(O)c(OC)c3)C2=O)cc1	-9	5.8	49	4	9	39	21	12	2
N#CC(c1ccc([N+](=O)[O-])cc1)C(CC(=O)c1ccccc1)c1ccccc1 (configuration not stated)	14	/	16	/	5	0	/	/	/
CC(C)CCN1CCN(Cc2nc(-c3ccccc3)cs2)CC1CCO (configuration not stated)	1	0.4	16	1	30	9	-4	23	-8
CCC(=O)Nc1nonc1-c1nc2ccccc2n1CCC(C)C	-10	-4.5	21	2	-9	4	-13	50*	9
CN(Cc1ccccc1)C(=O)c1ccc2c(c1)OCO2	-7	-2.8	2	1	-10	4	12	-13	-10
CCOc1ccccc1N1CCN(C(=O)c2ccc(S(=O)(=O)Nc3ccccc3)cc2)CC1	10	-1.3	-9	-4	5	-10	1	26	-4
COc1ccc(/C(=C\Nc2ccc(C)c(C)c2)C(C)=O)cc1OC	26	1.7	16	2	1	3	-1	19	-2

Mdm2-MdmX inh: what is marked active above.
molecule,EBI2 antag,CCR6 antagonist,CXCR6 inh,697 NFkB inh,Mdm2-MdmX inh,Jurkat NFkB inh
Cc1ccc(NC(=O)c2cc3c(=O)oc4ccc(C)cc4c3s2)nc1,/,/,/,21,75*,13
COc1cc(/C=C2\Oc3ccc(C#Cc4ccc(O)cc4)cc3C2=O)cc(OC)c1,19,4,-8,35,62*,-96
COc1ccc(-c2ccnc(-c3ccc(O)cc3)n2)cc1,0,-9,8,-24,52*,39
C(=N\Nc1ncnc2sc3c(c12)CCC3)/c1cccs1,15,/,6,-28,58*,16
CCC(=O)Nc1nonc1-c1nc2ccccc2n1CCC(C)C,-10,21,4,-13,50*,9

(list continues)
SMILES	EBI2 antag	CHOP UPR activ	CCR6 antagonist	XBP1 UPR activ	Gli-Sufu block	CXCR6 inh	697 NFkB inh	Mdm2-MdmX inh	Jurkat NFkB inh
CC(=NCCc1c(C)[nH]c2ccc(C)cc12)C1=C(O)CC(c2ccccc2)CC1=O (configuration not stated)	28	1.9	1	-1	2	3	-66	49	56*
CCCN=C1N(CC)C[C@@H]2[C@@H]3C(=O)N(Cc4ccccc4)C(=O)[C@@H]3[C@](C)(C(=O)OC)N12	-5	3.7	-2	-2	-2	9	5	18	/
CCOc1ccccc1CN1CCC(O)CC1	-10	-1.7	10	-1	0	-2	5	-17	-3
Cc1c(C(=O)OCC[N+]2(C)CCCCC2)oc2ccccc12	-4	0.6	-4	2	18	2	12	-6	8
O=C(N/N=C/c1ccc(Cl)c([N+](=O)[O-])c1)c1cc(-c2ccc3c4c(cccc24)CC3)n[nH]1	27	43*	-1	1	-5	-9	21	100*	5
C=C(C)c1cccc(C(C)(C)NC(=O)NCc2ccc(OC)cc2)c1	-1	0.4	-17	-3	0	2	-1	12	2
COc1cc(OC)cc(C(=O)NCC(=O)OCc2csc(-c3ccccc3)n2)c1	10	2.4	8	1	-2	-5	6	2	2
CCN(CC)C(=O)Cn1cc(C(=O)C(=O)N2CCN(Cc3ccc4c(c3)OCO4)CC2)c2ccccc21	-1	-1.0	13	-3	2	6	1	6	2
COc1ccccc1NCC(=O)NC(=O)NC1CCCCC1	-2	0.3	7	4	1	3	-2	-6	-1
O=C(NCCC1=CCCCC1)c1cc(S(=O)(=O)N2CCOCC2)ccc1Cl	0	-1.0	12	2	1	-12	-40	10	-2
O=S(=O)(NCc1ccc(F)cc1)c1cc(Br)ccc1Br	3	-0.8	13	0	21	4	16	10	5
O=C(CCNC(=O)c1ccc(Cl)cc1)NCC(c1ccco1)N1CCCCC1 (configuration not stated)	6	1.5	4	-2	13	10	4	15	-14
COc1ccc(C(=O)Cn2c(=O)oc3ccc(C)cc32)cc1	1	2.2	1	5	3	-2	-2	-8	12
O=C1N=c2ccccc2=C1c1sc(=S)n(NC(=O)c2ccccc2)c1O	-1	-0.7	14	-1	-14	21	14	-4	6
CC(C)N1C(=O)CCC1C(=O)O (configuration not stated)	1	0.9	0	0	44	-1	-13	2	17
CS(=O)(=O)N(CC(=O)N/N=C/c1ccccn1)c1ccc(Oc2ccccc2)cc1	6	-1.5	14	1	-11	5	1	11	5
CCCN1CCN(C(c2cc3cc4c(cc3[nH]c2=O)OCO4)c2nnnn2C(C)(C)C)CC1 (configuration not stated)	-18	-1.9	3	0	36	-6	11	-12	-1
O=C(COC(=O)c1ccc[nH]c1=O)NCCc1ccc(Cl)cc1Cl	-13	2.6	2	-4	-78	-2	-134	-46	-49
O=C(Cc1cccs1)Nc1ccc(F)c(F)c1	-1	-0.1	6	-5	-20	-5	4	10	6
